From PubChem BioAssay
14-3-3g Raf – alters human 14-3-3 gamma binding to Raf peptide. FP, 14-3-3gamma / TMR-pS259-Raf peptide binding. inhibition, % at 40 µM. P61981. 160,000 compounds, 0.19% hits; in the data active means inhibition above about 30%;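 further: 0% = protein plus tracer without compound and 100% = blank with tracer alone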
Target sequence (P61981 whole entry, looked up): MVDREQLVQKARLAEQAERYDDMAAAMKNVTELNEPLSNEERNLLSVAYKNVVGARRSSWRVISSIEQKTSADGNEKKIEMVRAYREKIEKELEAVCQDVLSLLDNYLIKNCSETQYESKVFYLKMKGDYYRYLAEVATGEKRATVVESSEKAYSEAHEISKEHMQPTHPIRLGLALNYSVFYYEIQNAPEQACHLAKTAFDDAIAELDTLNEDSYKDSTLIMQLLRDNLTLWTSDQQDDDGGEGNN
Active calls of the source: *; & = joins results of further samples. The list is partial, so the mix of outcomes need not match the whole.

smiles | 14-3-3g Raf
O=C(Cc1ccc(-n2c(=S)[nH]c3ccccc3c2=O)cc1)N1CCN(c2ccc([N+](=O)[O-])cc2)CC1 | 5.0
COc1ccc(C2C3C(=O)N(c4ccc(C)cc4)C(=O)C3ON2c2ccccc2)cc1 (centres undefined) | 2.3
Cc1cc(C(=O)NC(C)C)on1 | -0.2
CCCCNC(=O)c1cccc(N2C(=O)NC3CC2(C)Oc2ccccc23)c1 (centres undefined) | 3.8
CCC1Oc2ccc(C)cc2N(CC(=O)NCCc2ccc(Cl)cc2)C1=O (centres undefined) | -7.7
CN1C(=O)c2ccccc2C(C(=O)NCCCN2CCc3ccccc3C2)C1c1c[nH]c2ccccc12 (centres undefined) | 0.3
COc1ccc(OC)c(NC(=O)CSc2nnc(C)n2Cc2ccccc2)c1 | 7.9
Cc1ccc(CNC(=O)c2ccc(Cn3c(=O)[nH]c4ccccc4c3=O)cc2)cc1 | -0.3
CCCCC(CC)CNC(=O)c1oc(=O)c2ccccc2c1-c1ccc(C)cc1 (centres undefined) | 3.0
O=[N+]([O-])c1cc(-n2ncnc2-c2cccc(Cl)c2)ccc1F | 0.5
O=S(=O)(Nc1ccc(Br)cn1)c1ccc2ccccc2c1 | -5.3
Cc1noc(N)c1C(=O)Nc1ccc(F)c(Cl)c1 | -9.0

(further entries)
smiles | 14-3-3g Raf
CCOC(=O)C1(O)c2ccccc2NC(=O)N1C (centres undefined) | 0.4
CCOC(=O)c1ccc(NC(=O)C2CC(=O)N(C)C(=Nc3ccc(C)c(Cl)c3)S2)cc1 (centres undefined) | -4.6
COC(=O)C1=C(C)N(c2ccc(F)cc2)C(=O)C1 | -1.3
O=S(=O)(Nc1cccc2ccccc12)N1CCCC1 | -9.5
Cc1cc(C(=O)NCc2cc(C(=O)O)oc2C)c(C)o1 | -1.4
CC1CC(C)CN(c2nc3c(c(=O)n(C)c(=O)n3C)n2Cc2ccc(F)cc2)C1 (centres undefined) | 1.6
Cc1cc(C)c(C#N)c(SCc2[nH]nc3c2C(c2ccccc2)C(C#N)=C(N)O3)n1 (centres undefined) | -8.4
CCOC(=O)c1ccc(-n2sc3c(c2=S)-c2cc(OC)ccc2NC3(C)C)cc1 | -3.9
COc1ccc(CCN(Cc2nc3ccccc3c(=O)[nH]2)C(=O)c2ccco2)cc1OC | -5.0
CS(=O)(=O)C1Cc2ccccc2CN1C(=O)NC1CCCc2ccccc21 (centres undefined) | 1.5
O=C(c1ccc(Cl)cc1)N1CCC(c2nc(-c3cccs3)no2)CC1 | -13.8
O=C(CSc1nnc(-c2ccccc2Cl)o1)N1CCCCC1 | -1.5

(cont.)
smiles | 14-3-3g Raf
CCN(CC)c1cc(C)c2cc(NC(=O)c3cccc([N+](=O)[O-])c3)ccc2n1 | -6.5
O=C(Nc1ccc(Cl)cc1)c1cc2ccccc2c(=O)o1 | 4.0
Cc1ccc(Cn2c(SCC(=O)N3CCC(C)CC3)nc3ccsc3c2=O)cc1 | 2.3
CCCc1c(OCCCCc2nn[nH]n2)ccc(C(C)=O)c1O | 3.8
Cc1ccccc1CS(=O)(=O)c1c[nH]c2ccccc12 | 1.2
O=c1c(-c2ccc3c(c2)OCCO3)c(C(F)(F)F)oc2cc(O)ccc12 | -7.1
CCOC(=O)c1c(C)c(C(=O)NCc2cccs2)c(C)n1CC | -3.1
Cn1cc(C(=O)NC2CCCC2)c(=O)c2cc(S(=O)(=O)N3CCOCC3)ccc21 | -3.6
CCCOc1ccc2oc(=O)c3c(c2c1)CCCN3C(=O)CN1CCCCC1C (centres undefined) | 11.9
O=C(NC1CC1)c1n[nH]c(=O)c2ccccc12 | 7.5
Cc1ccc(OC(=O)c2ccc([N+](=O)[O-])cc2)c(-n2nc3ccccc3n2)c1 | 0.0
CC(Sc1nncs1)C(=O)NCc1ccc2c(c1)OCO2 (centres undefined) | 4.9

(next part)
smiles | 14-3-3g Raf
CCOC(=O)C1=C(C)NC2=C(C(=O)c3ccccc32)C1c1ccc(O)cc1 (centres undefined) | -97.2
CCCCCc1ccc(-c2ccc(-c3noc(-c4ccc(O)cc4)n3)cc2)nc1 | 2.4
N#CC1(C(=O)Nc2ccc([N+](=O)[O-])cc2)CC2c3ccccc3C1c1ccccc12 (centres undefined) | -11.0
COc1ccc(C2=NN(C(C)=O)C(c3cc4ccc(C)cc4nc3Cl)C2)cc1OC (centres undefined) | -5.1
CC=CCn1c(SCC(N)=O)nc2c1c(=O)[nH]c(=O)n2C | 7.4
c1ccc(C(OCCn2cncn2)c2ccccc2)cc1 | 6.9
COc1ccc(-c2csc(NC(=O)c3cc(Cl)ccc3[N+](=O)[O-])n2)cc1C | -16.4
COc1cccc(NC(=O)C(NS(=O)(=O)c2ccc3c(c2)CCN3C(C)=O)C(C)C)c1 (centres undefined) | -3.9
C(=N\n1cnnc1)/c1cccnc1 | -6.3
COc1ccc(CCN=c2c([N+](=O)[O-])nn(-c3cccc(C)c3)n2O)cc1OC | -7.5
CCC(C(=O)Nc1nnc(-c2ccccc2F)s1)c1ccccc1 (centres undefined) | 0.0
COC(=O)c1cc(OC)c(OCc2cc(C(=O)OC)oc2C)c(OC)c1 | -1.7

(further entries)
smiles | 14-3-3g Raf
COc1cccc(CNC(=O)C2CCCN(S(=O)(=O)N3CCC(C)CC3)C2)c1 (centres undefined) | -4.3
CCOC(=O)CNC(=O)Cn1cnc2ccc(S(=O)(=O)N3CCC(C)CC3)cc2c1=O | -1.0
CC(=O)Nc1ccc(Br)cc1-c1nc2ccccc2[nH]c1=O | -4.9
Cc1ccc(S(=O)(=O)NCCSc2nnc(N)s2)cc1 | -10.3
Cc1cccc(NC(=O)CCn2ccnc2C)c1 | -0.8
COc1ccc(CCN(Cc2cc3cc(C)ccc3[nH]c2=O)C(=O)N2CCCC2)cc1OC | 0.2
Cc1ccc(S(=O)(=O)NCc2ccc(C(=O)O)o2)c(C)c1C | -1.3
CCOC(=O)Cc1csc(NC(=O)CN2C(=O)c3ccccc3S2(=O)=O)n1 | -6.0
COC(=O)c1c(NC(=O)CN2CCCCCC2)sc2c1CCC(C)C2 (centres undefined) | 0.0
CCOc1ccccc1NC(=O)CCc1nc(-c2ccc(OC)cc2)no1 | -2.0
COC(=O)Nc1nc2ccc(C(=O)c3ccccc3)cc2[nH]1 | -3.9
O=[N+]([O-])c1ccc2nc(C=Cc3ccc(Cl)cc3)[nH]c2c1 | -8.2

New compounds follow:
smiles | 14-3-3g Raf
CCN(CC)C(=O)c1sc2ncnc(N3CCN(c4ccccc4F)CC3)c2c1C | -3.5
O=C(Nc1ccc(Cl)cc1)C1C2C=CC3(O2)C1C(=O)N(C1CC1)C3C(=O)NC1CCCCC1 (centres undefined) | -347.6
CCOCCn1cnc2sc(C(=O)N3CCC(C(=O)OCC)CC3)c(C)c2c1=O | -2.1
Cc1cc2nn(-c3ccccc3)nc2cc1NC(=O)c1ccc([N+](=O)[O-])c(C)c1 | 7.0
CCN1CCN(CCN)CC1 | -18.7
COCCNC(=O)C(c1ccco1)N(C(=O)Cn1nnc2ccccc21)c1ccccc1C (centres undefined) | -9.3
Cn1cc([N+](=O)[O-])c(C(=O)Nc2ccc(-c3ccccc3)cc2)n1 | -7.6
CN(C)CCn1c(=S)[nH]c2ccccc2c1=O | -1.1
O=C(COc1ccc(Cl)cc1)NCc1nnc(SCC(=O)NC2CCCC2)o1 | -6.1
O=CNC(=O)c1ccccc1C(=O)O | 5.9&-134.8
CC(C)CCNC(=O)CCS(=O)(=O)c1cccc2nonc12 | -4.6
O=S(=O)(NCCSc1ccccc1)c1ccc(F)cc1 | 4.6

The list goes on.
smiles | 14-3-3g Raf
CN(C)C(=O)C1C2NC(=S)N(c3cccc(Br)c3)C1(C)Oc1ccccc12 (centres undefined) | 0.6
CC1=NN(C(=O)c2ccccc2Cl)C(O)(c2ccccc2)C1 (centres undefined) | -2.9
CCC1=Nc2cc(C(=O)NCCCN(C)Cc3ccccc3)ccc2Sc2ccc(C)cc21 | -24.1
CCCCCNC(=O)c1ccc2c(=O)n(CC3CCCO3)c(=S)[nH]c2c1 (centres undefined) | 0.0
Cc1cc(C(=O)Nc2ccc(S(=O)(=O)Nc3onc(C)c3C)cc2)c(C)o1 | -0.4
CCCCN(C(=O)c1cc2c(=O)n3cccc(C)c3nc2s1)c1ccccc1 | -5.7
CC(C)CC(=O)Nc1ccc(-c2nc3cc(Cl)ccc3o2)cc1 | -65.7
CN(C)c1oc(-c2ccco2)nc1C#N | 0.2
O=C(Nc1nc(-c2cc([N+](=O)[O-])cs2)cs1)c1ccccc1Oc1ccccc1 | -43.5
COc1ccc(CCn2c(N3CCN(C)CC3)nc3c2c(=O)[nH]c(=O)n3C)cc1 | -3.6
O=C(Nc1ccc2nc(-c3ccccc3)oc2c1)C1(c2ccccc2)CCCC1 | -10.1
COc1ccc(NC(=O)Cn2ccc3ccccc3c2=O)cc1Cl | -3.1

Later entries:
smiles | 14-3-3g Raf
COc1ccc(C(N)=O)cc1NC(=O)CC(O)(C(F)(F)F)C(F)(F)F | 0.8
CCOc1cc(CNc2ccc(N3CCOCC3)cc2)ccc1OCc1ccccc1 | -7.0
Cc1cc(NC(=O)c2ccccc2I)ccc1-c1cc2ccccc2oc1=O | -31.2
CCOc1ccc(S(=O)(=O)NCCc2c(C)[nH]c3ccc(Br)cc23)cc1 | -7.3
C#CCSc1nnc(-c2ccccc2)c(=O)[nH]1 | -6.3
N#CCCC1(CCC#N)c2ccccc2-c2nc3ccccc3cc21 | -6.2
COc1ccc(CNC(=O)Cc2csc(Nc3nc(=S)[nH]c4ccccc34)n2)cc1 | -15.8
Cc1ccc(NC(=O)c2cc3cc(Br)ccc3oc2=O)cc1C | -1.3
COc1ccc(OCC(=O)NCc2cccnc2)cc1 | -4.2
CC1CC(O)CN(C)C1C (centres undefined) | -4.7
COc1ccc(-c2csc(NC(=O)c3ccc(S(=O)(=O)N4CC(C)CC(C)C4)cc3)n2)cc1C (centres undefined) | -4.4
O=[N+]([O-])c1cccc(C(O)CNCc2ccccc2)c1 (centres undefined) | 4.2

(list continues)
smiles | 14-3-3g Raf
CO/C=C/C#CC1(O)CCN(C)CC1 | -7.1
Cc1ccccc1CSc1nnc(Cn2c(=O)sc3ccccc32)n1C | -5.7
CCC(=O)N1c2ccccc2NC2=C(C(=O)CC(c3ccc(OC)cc3)C2)C1c1cccs1 (centres undefined) | -4.1
CSc1nc(N)c2ncn([C@@H]3O[C@H](COP(=O)(O)OP(=O)(O)O)[C@H](O)C3O)c2n1 (some centres undefined) | -2.4
CCC1SC2=NC(C)=C(C(=O)OC(C)C)C(c3ccc(Br)cc3)N2C1=O (centres undefined) | -12.9
COC(=O)c1c(NC(=O)COc2c(C)cccc2C)sc2c1CCCC2 | 5.5
COc1ccc(C2CC(C(F)(F)F)n3ncc(C(=O)Nc4ccccc4Cl)c3N2)cc1OC (centres undefined) | -1.4
CCOC(=O)CSc1nc2c(sc(=S)n2Cc2ccco2)c(=O)n1-c1ccccc1 | -0.3
COC(=O)c1ccccc1NC(=O)C1COc2ccccc2O1 (centres undefined) | 20.1
COCC(C)Nc1ncnc2c1cnn2-c1ccc(Cl)cc1 (centres undefined) | 16.2
COc1ccc(CCNC(=O)c2cc3sccc3n2C)cc1OC | -3.5
Cc1ccc(Cn2c(=O)n(CCC(=O)NCc3ccco3)c(=O)c3sccc32)cc1 | -5.7

Additional compounds follow:
smiles | 14-3-3g Raf
CCOC(=O)c1sc2nc(C)nc(Nc3ccc(Cl)cc3)c2c1C | 1.7
O=C(OCCN1CCCCC1)c1ccc(Cl)cc1 | 0.2
O=C(CSCc1ccccc1)Nc1nccs1 | -2.2
CCOC(=O)c1c(C)oc2c1cc(NS(=O)(=O)c1cccc([N+](=O)[O-])c1)c1ccccc12 | -13.4
COC(=O)Nc1c(-c2ccccc2)nc2ccccn12 | -1.4
CCOC(=O)c1c(NC(=O)COC)sc2c1CCCC2 | 1.1
CCCCN1C(=O)c2c(Oc3ccc(CCC(C)=O)cc3)cc([N+](=O)[O-])cc2Oc2ccccc21 | -135.7
COc1ccc(NC(=O)CSc2ncn(-c3ccccc3)n2)cc1Cl | -1.0
CCOC(=O)Nc1nnc(-c2ccccc2OC)s1 | -7.6
Cc1ccc(S(=O)(=O)N2CCSC2c2ccccc2)cc1 (centres undefined) | -1.8
CCCCSc1nc2c(c(=O)[nH]1)C1(CCCCC1)Cc1ccccc1-2 | -5.1
c1ccc(CNn2nnnc2-c2ccccc2)cc1 | -8.0

Following part:
smiles | 14-3-3g Raf
CCCCSc1nc2ccccc2n1CC(=O)O | -2.6
CCc1ccc(NS(=O)(=O)c2ccc3[nH]cc(C(=O)NCc4ccc(F)cc4)c(=O)c3c2)cc1 | -8.0
Cc1ccsc1C1CC(=O)NC2=C1C(=O)CC(C)(C)C2 (centres undefined) | -5.5
COc1ccc2oc(=N)c(-c3nc4ccccc4[nH]3)cc2c1 | -63.2
COc1ccccc1CNC(=O)C1CCCN(S(=O)(=O)c2cccc3nsnc23)C1 (centres undefined) | 1.5
COC(=O)c1ccccc1NC(=O)CSc1n[nH]c(CC(C)C)n1 | -2.5&-4.4
O=C(NCCN1CCOCC1)c1cc2n(n1)C(C(F)(F)F)CC(c1ccc(F)cc1)N2 (centres undefined) | -3.5
Cc1ccc(S(=O)(=O)Cc2ccc(C(=O)N3CCN(c4ccc(F)cc4)CC3)o2)cc1 | -4.3
COc1ccc2c(=O)c(-c3ccc(Br)cc3)coc2c1 | -6.5
Cc1ccc(NC(=O)Cn2cnc3c(cnn3C(C)(C)C)c2=O)cc1 | -6.2
O=C(NC1(C(F)(F)F)C(=O)Nc2c1c(=O)[nH]c(=O)n2-c1ccc(Cl)cc1)c1cccs1 (centres undefined) | 2.1
CCCC1N=C(c2ccc(Br)cc2)CC(c2ccccc2O)N1 (centres undefined) | -2.1
